Screening data as filed in PubChem.
Arr AP2 block: inhibitors of beta-arrestin/AP2 binding, primary screen, biochemical, GPCR trafficking, flow cytometry; FITC-arrestin peptide / GST-AP2 beads; AP2 beta2 appendage carries R879A mutation; inhibition, % at 10 µM; 340,000 compounds, 0.31% hits;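 active = inhibition above a set limit, near 3 SD of compounds lacking own fluorescence, cut at about 54% in these data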;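 also: plate controls were DMSO wells for no effect and 5 µM unlabelled arrestin peptide for full effect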
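System: GST-tagged AP2 beta2-adaptin appendage (R879A) on 4 µm glutathione beads / Reagent: FITC-arrestin peptide, 50 nM / Detection: HyperCyt-sampled flow cytometry, FL1 channel, ex 488/em 535 nm / Timing: 12 min plus 1 h, RT / Buffer or medium: PBS plus Tween 20 (0.05%) and BSA (0.1%)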
RTF Ca sens inh: cardiac RTF calcium sensitivity inhibitors, primary screen, biochemical, IANBD-TnC fluorescence, EC70 calcium; Troponin I, cardiac muscle (Homo sapiens) + Troponin T, cardiac muscle (Homo sapiens) + …; 340,000 compounds, 0.12% hits; IANBD-labeled cardiac RTF, Ca2+ fluorescence; AID 493244, 2011; inhibition, % at 7.15 µM;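 active = inhibition above the mean inhibition of all tested compounds plus 3 SD, cut at about 17% in these data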;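 also: assay run at fixed EC70 calcium of 1.6 mM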
NSD2 inh: NSD2 histone methyltransferase inhibitors, primary screen, biochemical, AlphaScreen, single concentration, set 2; 310,000 compounds, 0.54% hits; Histone-lysine N-methyltransferase NSD2 (Homo sapiens), O96028; NSD2 peptide methylation, 120 min; inhibition, % at 12.5 µM; in the data active = inhibition above about 50%
Target sequence (O96028 whole entry, looked up): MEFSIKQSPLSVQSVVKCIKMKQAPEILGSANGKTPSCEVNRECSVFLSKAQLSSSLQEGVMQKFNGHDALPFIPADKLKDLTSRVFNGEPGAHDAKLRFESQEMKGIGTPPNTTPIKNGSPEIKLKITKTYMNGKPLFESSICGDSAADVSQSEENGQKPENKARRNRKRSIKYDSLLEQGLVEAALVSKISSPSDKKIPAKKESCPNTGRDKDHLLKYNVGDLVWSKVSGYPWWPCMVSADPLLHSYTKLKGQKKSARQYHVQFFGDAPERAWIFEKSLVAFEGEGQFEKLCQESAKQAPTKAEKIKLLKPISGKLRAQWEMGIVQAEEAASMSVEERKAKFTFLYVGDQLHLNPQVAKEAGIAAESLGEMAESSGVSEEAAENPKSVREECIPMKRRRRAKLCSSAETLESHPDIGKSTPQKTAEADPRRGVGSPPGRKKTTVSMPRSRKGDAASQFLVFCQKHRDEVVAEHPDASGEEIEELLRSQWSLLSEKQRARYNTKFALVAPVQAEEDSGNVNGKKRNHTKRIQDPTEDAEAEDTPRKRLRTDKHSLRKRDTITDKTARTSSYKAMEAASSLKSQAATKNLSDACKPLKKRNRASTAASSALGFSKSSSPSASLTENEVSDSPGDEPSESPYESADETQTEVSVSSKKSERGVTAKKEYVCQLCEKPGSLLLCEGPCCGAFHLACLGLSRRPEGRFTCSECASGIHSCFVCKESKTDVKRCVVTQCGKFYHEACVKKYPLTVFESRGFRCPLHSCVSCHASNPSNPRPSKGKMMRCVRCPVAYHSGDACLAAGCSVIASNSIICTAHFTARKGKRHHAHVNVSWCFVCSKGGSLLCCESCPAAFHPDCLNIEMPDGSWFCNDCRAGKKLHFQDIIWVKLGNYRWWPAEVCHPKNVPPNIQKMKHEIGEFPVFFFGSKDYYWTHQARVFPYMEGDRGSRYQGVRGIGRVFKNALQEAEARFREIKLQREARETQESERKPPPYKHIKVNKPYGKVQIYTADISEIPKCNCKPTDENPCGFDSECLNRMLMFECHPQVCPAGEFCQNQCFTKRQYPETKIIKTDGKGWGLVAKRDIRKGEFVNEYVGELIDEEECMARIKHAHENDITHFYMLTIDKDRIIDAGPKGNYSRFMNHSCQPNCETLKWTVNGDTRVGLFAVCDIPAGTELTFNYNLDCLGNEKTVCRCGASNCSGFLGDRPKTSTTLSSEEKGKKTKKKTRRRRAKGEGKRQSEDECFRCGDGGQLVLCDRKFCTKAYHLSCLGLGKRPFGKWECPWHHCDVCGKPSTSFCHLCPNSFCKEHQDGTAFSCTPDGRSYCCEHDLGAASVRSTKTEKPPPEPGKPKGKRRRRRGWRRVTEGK
DAGLB inhibitor: DAGLB lipase inhibitors, primary screen, biochemical, fluorescence, HTS; Diacylglycerol lipase-beta (Homo sapiens), Q8NCG7; HEK293T DAGLB membrane lysate, EnzChek fluorogenic substrate; inhibition, % at 5.17 µM; 340,000 compounds, 0.059% hits; in the data active = inhibition above about 34%;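 also: 0% = enzyme with vehicle and 100% = wells lacking enzyme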
LANA DNA inh: inhibitors of KSHV C-LANA binding to DNA, primary screen, biochemical, fluorescence polarization, FAM-LBS DNA, MBP-C-LANA, single point; Kaposi's sarcoma herpesvirus LANA C-terminal domain (residues 932-1162) DNA binding; inhibition, % at 9 µM; 340,000 compounds, 0.078% hits; AID 504423, 2011;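 active = highest replicate inhibition at or above 60% at 9 µM, even if other replicates fall short; inactive = all replicates below 60% inhibition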;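 also: 0% = neutral control wells and 100% = 4 µM acridine orange control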
Keap1-Nrf2 PPI: Keap1-Nrf2 protein-protein interaction inhibitors, primary screen, biochemical, fluorescence polarization, single point; Keap1 Kelch-Nrf2 peptide fluorescence polarization, 1536-well; inhibition, % at 9.4 µM; 340,000 compounds, 0.15% hits; AID 504523, 2011; in the data active = inhibition above about 12%;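 also: human Keap1 Kelch domain with fluorescein labeled Nrf2 9mer peptide probe; 0% = neutral control wells and 100% = peptide positive control; higher means more block of Keap1 binding to Nrf2 peptide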
PKA-R2B act: activators of PKA-R2B holoenzyme, primary screen, biochemical, fluorescence polarization, Cy5-IP20, human; cAMP-dependent protein kinase catalytic subunit beta (Homo sapiens) + cAMP-dependent …; PKA-R2B holoenzyme dissociation; R2B truncated from residue 108, S112A mutant; 0% DMSO only, 100% 113 µM cGMP; activation, % at 11.4 µM; 340,000 compounds, 0.079% hits; AID 504700, 2011;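 active = activation above a cutoff set at the mean over all compounds plus 3 SD, cut at about 18% in these data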;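 also: higher means more holoenzyme dissociation and a rise in polarization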
SR-BI DiI inh: inhibitors of SR-BI mediated HDL lipid uptake, primary screen, ldlA[mSR-BI] cells, fluorescence, single point; Scavenger receptor class B member 1 (Mus musculus), Q61009; ldlA[mSR-BI] CHO cells, DiI-HDL uptake fluorescence, 3 h; inhibition, % at 12.5 µM; 320,000 compounds, 0.96% hits; AID 488896, 2010;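 active = mean replicate inhibition of at least 70% and a set share of replicates each scoring 70 or more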;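 also: 0% = median of neutral control wells and 100% = median of positive control wells; values of inactives mirror those of a sister screen read the other way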
PvdQ inh: P. aeruginosa PvdQ acylase inhibitors, primary screen, biochemical, fluorescence, plate reader and imaging, single point; 340,000 compounds, 0.063% hits; PvdQ acylase [Pseudomonas aeruginosa LESB58]; AID 488965, 2010; purified PvdQ acylase; inhibition, % at 10 µM; in the data active = inhibition above about 30%, passing the limit was not always enough;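 also: 0% = vehicle neutral wells and 100% = reference inhibitor wells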
SR-BI uptake up: activators of SR-BI mediated DiI-HDL uptake, primary screen, ldlA[mSR-BI] CHO cells, DiI fluorescence; 3 h; 100 = double the neutral-control signal; activation, % at 12.5 µM; 320,000 compounds, 0.096% hits; AID 504775, 2011;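 active = mean replicate activation of at least 60% and every replicate at or above 60%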;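 also: 0% = median plate neutral-control signal and 100% = twice that signal; values of inactives mirror those of a sister screen read the other way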
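Assay system: LDL receptor-deficient CHO ldlA cells overexpressing murine SR-BI / Medium: BSA-supplemented, HEPES-buffered Ham's F12, pH 7.4 / Probe or stimulus: DiI-labelled HDL at 10 µg/mL final / Timing: compound with DiI-HDL co-incubation, 3 h at 37 °C / Technique: bottom-read cell fluorescence after medium removal, ex 550/em 595 nm / Measure: HDL uptake via cellular fluorescence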
The depositor's hits bear a star; nt = not tested or not shown. No enrichment for hits (roughly 2.1% active in at least one column).

SMILES | Arr AP2 block | RTF Ca sens inh | NSD2 inh | DAGLB inhibitor | LANA DNA inh | Keap1-Nrf2 PPI | PKA-R2B act | SR-BI DiI inh | PvdQ inh | SR-BI uptake up
CC(Oc1cc2oc(=O)c3c(c2cc1Cl)CCC3)C(=O)NCCCN1CCCC1=O (centres undefined) | 21.4 | -7.5 | 45.0 | 0.8 | -0.9 | -3.5 | -4.3 | -23.0 | -4.3 | 23.0
COc1ccc(C2=CC(c3ccc(C)cc3)n3nnnc3N2)cc1 (centres undefined) | -5.5 | -26.5 | nt | -12.3 | 15.3 | 0.6 | -5.7 | 1.4 | -21.9 | -1.4
COC(=O)c1cc(-c2ccc(OC)cc2)n[nH]1 | 9.1 | -2.7 | -0.6 | -2.2 | -1.2 | 3.6 | 5.2 | nt | 3.1 | nt
Cc1cnc(C(=O)OCC(=O)Nc2cc(Cl)ccc2C#N)cn1 | 4.6 | 6.4 | -0.6 | -0.1 | 1.0 | -4.1 | 5.0 | -11.7 | -9.4 | 11.8
O=c1ccn(Cc2ccc(F)cc2)c2ccnc(C(F)(F)F)c12 | 8.4 | -0.5 | -0.6 | 1.1 | -0.4 | 2.2 | 14.9 | -4.0 | -6.1 | 4.0
COc1ccc(CCNC(=O)C2=CC=CN3CCS(=O)(=O)N=C23)cc1 | 0.5 | -7.5 | 1.3 | -0.3 | 3.2 | 2.0 | 11.2 | -2.5 | -5.9 | 2.5
Cc1ccc(-c2nnn(CC(=O)N(c3ccccc3F)C(C(=O)NC3CCCC3)c3ccncc3)n2)o1 (centres undefined) | 16.4 | 4.3 | -3.1 | -0.6 | -1.3 | -1.0 | 8.2 | 10.3 | -8.7 | -10.3
N#Cc1nc(COc2ccc(F)cc2)oc1N1CCN(Cc2ccccc2)CC1 | 28.5 | -0.2 | 6.0 | -11.1 | -1.3 | -1.1 | -8.6 | 17.4 | -1.5 | -17.4
CN(Cc1ccccc1)S(=O)(=O)c1ccc(OCC(=O)Nc2cccc([N+](=O)[O-])c2)cc1 | 9.8 | -6.2 | -2.1 | 1.9 | -2.3 | -2.2 | 1.2 | -5.3 | -14.1 | 5.3
Nc1c(NCc2ccccc2)c2ccccc2oc1=O | 6.4 | -8.2 | nt | 0.1 | -0.9 | -1.9 | -2.6 | 11.5 | -8.4 | -11.5
O=C(CSc1nccc(=O)[nH]1)Nc1cccc2ccccc12 | -6.2 | 1.2 | -6.3 | -0.3 | -0.9 | -1.9 | -4.4 | nt | -15.7 | nt
CC1(C)CC2CC(C)(CN2C(=O)c2cccs2)C1 (centres undefined) | -9.8 | -7.9 | -1.4 | 2.9 | 1.9 | -1.9 | 3.6 | -19.8 | -5.5 | 19.8
c1ccc(C2CC(c3ccccc3)n3c(nc4ccccc43)N2)cc1 (centres undefined) | -1.4 | 0.4 | -0.6 | 2.0 | 0.7 | 0.3 | -4.7 | -4.3 | 14.5 | 4.3
CC(NCC(=O)Nc1ccccc1C(=O)NC1CC1)c1ccccc1Cl (centres undefined) | 4.2 | 1.9 | 0.2 | -3.7 | -0.6 | 2.7 | -3.3 | 41.8 | -7.8 | -41.8
COc1ccc(NC(=S)Nc2cc(C(F)(F)F)ccc2F)cc1 | -2.6 | 8.8 | -1.0 | -0.9 | 0.3 | -0.3 | 0.6 | 3.1 | 2.7 | -3.1
CC(=O)N=c1sccn1CC(O)c1ccccc1 (centres undefined) | 16.8 | -2.2 | 5.7 | -0.3 | -1.2 | 1.1 | 5.0 | -2.0 | -3.2 | 2.0
COc1ccc(NS(=O)(=O)c2cc(NC(=O)c3ccccc3)ccc2N2CCOCC2)cc1 | -2.8 | -2.6 | -3.9 | -0.8 | 0.8 | -1.6 | -11.1 | 11.0 | -5.6 | -11.0
COc1ccc(CCN(Cc2ccccn2)C(=S)Nc2cccc(C)c2)cc1OC | 15.3 | -1.3 | -7.6 | 1.0 | -3.3 | -1.7 | -2.5 | 5.4 | -1.9 | -5.4
CCC(C)(C)c1nnc(NC(=O)C2CC(=O)N(CCc3ccc(F)cc3)C2)s1 (centres undefined) | -1.5 | -2.7 | 2.1 | 2.4 | 1.8 | -0.9 | -10.3 | nt | -4.7 | nt
O=C(c1ccco1)N1CCN(C(c2ccccc2Cl)c2nnnn2Cc2ccco2)CC1 (centres undefined) | 2.6 | -2.9 | nt | -2.2 | -1.1 | -7.0 | 0.2 | -23.1 | -6.0 | 23.1
CCOc1cc(NC(=S)NCCCOC)c(OCC)cc1NC(=O)c1ccco1 | -4.4 | -4.4 | 1.9 | 2.2 | -3.6 | -9.3 | 0.8 | 28.5 | -11.8 | -28.5
CCCn1c(=O)c2ccccc2n2c(SCc3c(C(=O)OCC)oc4ccccc34)nnc12 | -6.8 | -4.9 | 1.7 | -3.5 | -1.0 | -5.4 | -9.9 | 17.2 | -15.1 | -17.2
COc1ccc(/C=C/C(=O)O)cc1S(=O)(=O)NC1CCS(=O)(=O)C1 (centres undefined) | -16.8 | -7.3 | -0.2 | 1.0 | 11.8 | 0.3 | -2.5 | -16.5 | -2.6 | 16.5
CC(C)CN(C(=O)COC(=O)c1cnc(Cl)c(Cl)c1)c1c(N)n(Cc2ccccc2)c(=O)[nH]c1=O | -5.1 | -6.9 | 0.2 | 3.3 | 1.0 | -7.7 | 0.0 | -0.6 | -5.3 | 0.6
Cc1noc(C)c1C(=O)N1CCN(c2ccc(OCc3ccccc3)cc2)CC1 | 4.0 | 1.8 | 3.6 | 2.6 | 39.1 | 2.4 | -12.0 | -0.4 | -9.4 | 0.4

The final two compounds of the part before open the next one:
SMILES | Arr AP2 block | RTF Ca sens inh | NSD2 inh | DAGLB inhibitor | LANA DNA inh | Keap1-Nrf2 PPI | PKA-R2B act | SR-BI DiI inh | PvdQ inh | SR-BI uptake up
CC(C)CN(C(=O)COC(=O)c1cnc(Cl)c(Cl)c1)c1c(N)n(Cc2ccccc2)c(=O)[nH]c1=O | -5.1 | -6.9 | 0.2 | 3.3 | 1.0 | -7.7 | 0.0 | -0.6 | -5.3 | 0.6
Cc1noc(C)c1C(=O)N1CCN(c2ccc(OCc3ccccc3)cc2)CC1 | 4.0 | 1.8 | 3.6 | 2.6 | 39.1 | 2.4 | -12.0 | -0.4 | -9.4 | 0.4
COc1cc(C(=O)N2CCN(c3ccccc3O)CC2)ccc1OCC(=O)N1CCOCC1 | -1.7 | -8.7 | 0.8 | -0.5 | 0.5 | -0.2 | 6.3 | -1.4 | -16.2 | 1.4
COC(=O)c1c(-c2ccccc2)csc1NC(=O)c1ccco1 | 1.8 | 0.1 | -3.3 | -16.8 | -0.3 | 3.5 | 2.4 | -4.3 | -2.4 | 4.3
Cc1occc1C(=O)NNC(=O)c1ccccc1F | 8.3 | 3.1 | -7.0 | 1.9 | 1.1 | -4.8 | -14.0 | -17.0 | 6.8 | 17.0
CN1CN(C)c2cccc3cccc1c23 | 44.6 | -6.0 | 12.1 | 0.8 | 0.0 | 0.6 | -1.1 | 17.0 | -2.8 | -17.0
O=C(Nc1ccccc1F)Nc1cccc2ccc(O)cc12 | 38.8 | -7.4 | 3.0 | 4.6 | 0.1 | -0.6 | 3.1 | 44.5 | 0.6 | -44.5
COc1ccc(OC)c(NC(=S)N(CCc2c(C)[nH]c3ccc(C)cc23)Cc2cccs2)c1 | -9.8 | -4.6 | nt | -7.6 | 2.3 | -3.9 | -10.7 | 46.7 | -18.4 | -46.7
CCOc1ccccc1C=C1SC(=S)NC1=O | 5.2 | -2.6 | 10.8 | 10.6 | 4.8 | 36.6* | 1.0 | -12.9 | 2.1 | 12.9
COCc1cc(C)nc2sc(C(=O)Nc3ccc(C(=O)OC)cc3)c(N)c12 | -7.2 | -3.5 | -3.8 | 1.2 | -3.3 | -1.0 | 1.9 | 19.6 | -17.1 | -19.6
Cc1ccc(NC(=O)C2C3CCCC2C3c2ccccc2)c(C)c1 (centres undefined) | -4.3 | -1.4 | -1.4 | -9.8 | -1.6 | -1.6 | 11.0 | -7.7 | -9.7 | 7.7
COc1ccccc1N1CCN(C(=O)CN(c2ccccc2OC)S(=O)(=O)c2ccccc2)CC1 | -13.2 | -2.2 | 1.9 | 1.7 | -1.2 | -0.2 | -6.3 | 7.7 | -18.3 | -7.7
O=C(NNC(=O)c1c(F)cccc1F)c1ccccc1-n1cccc1 | -23.4 | 3.6 | 5.2 | -0.3 | -0.2 | 2.3 | -14.9 | -25.7 | -9.1 | 25.7
Cc1cc(C(=O)CN2C(=O)C(=O)N(CC(C)C)C2=O)c(C)n1-c1ccccc1F | 3.9 | -4.1 | -0.4 | -5.0 | -2.2 | -0.1 | 6.1 | -24.0 | -0.9 | 24.0
Cc1cc(NC(=O)CSc2cn(CC(=O)N(C(C)C)C(C)C)c3ccccc23)no1 | 0.6 | -2.1 | 4.7 | -3.4 | 1.0 | -1.5 | -0.7 | 1.1 | 12.6 | -1.1
COc1ccc(Cn2c(=O)[nH]c3cc(C(=O)Nc4ccc(N5CCN(C)CC5)cc4)ccc32)cc1 | 10.7 | 11.9 | 26.0 | 3.4 | -0.4 | -0.5 | -6.9 | -2.4 | 8.6 | 2.4
COC(=O)/C(C#N)=C/c1ccc(C)o1 | -2.1 | -4.7 | nt | -0.2 | -0.3 | -8.0 | -6.2 | -7.3 | -9.8 | 7.3
c1ccc(-c2nc(-c3ccncc3)no2)cc1 | 26.6 | 0.6 | -0.8 | -3.2 | -1.0 | 1.3 | -0.8 | -14.6 | 3.3 | 14.6
O=C(CN(Cc1ccccc1)S(=O)(=O)c1ccc(Cl)cc1)NCC1CCCO1 (centres undefined) | 32.4 | -12.4 | 14.2 | -3.3 | 0.0 | -0.1 | 3.5 | 3.7 | -3.0 | -3.7
O=C(CNC(=S)NC(=O)c1ccc(Cl)cc1)c1ccccc1 | 31.6 | 2.4 | -0.1 | -5.7 | -0.9 | -2.3 | -9.1 | -10.8 | 4.3 | 10.8
Cc1cc(NC(=O)Nc2ccc(F)cc2F)n(C)n1 | nt | 10.9 | -0.8 | 2.1 | -0.5 | 1.5 | 5.5 | -6.9 | -14.3 | 6.9
